HSF1 activator: HSF-1 activators, primary screen, NIH3T3-HGL cells, MG132 stress, luminescence, single point; NIH3T3-HGL HSF-1 luciferase reporter, 8 h; 100% = twice DMSO control signal; activation, % at 9 µM; hit rate 1.7% among 300,000; AID 504408, 2011;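 active = mean replicate activation of at least 50% with a set share of replicates each reaching 50%; inconclusive = only one of those two conditions met; inactive = mean below 50% and too few replicates reaching it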;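 also: 0% = median of the neutral control wells and 100% = twice that signal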
HSP90 inh: HSP90 inhibitors, primary screen, cell lysate, luminescence; inhibition, % at 5.6 µM; hit rate 0.91% among 290,000; Heat shock protein HSP 90 (rabbit reticulocyte lysate; luciferase refolding); Rabbit reticulocyte lysate, luciferase refolding luminescence, 3 h;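 active = inhibition above the screen-wide mean plus 3 SD, computed separately per campaign, cut at about 16% in these data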;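 also: 0% = DMSO wells and 100% = 60 µM geldanamycin wells; inhibitors lower the luminescence because luciferase stays unfolded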
KLF5 inh: KLF5 expression inhibitors, primary screen, DLD-1 cells, luminescence | DLD-1 KLF5 promoter-luciferase reporter | inhibition, % at 5 µM | hit rate 0.23% among 290,000;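 active = inhibition above a per-plate limit of that plate's mean compound inhibition plus 3 SD, cut at about 60% in these data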;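 also: 0% = DMSO wells and 100% = LY294002 at 200 µM; higher means less KLF5 promoter-driven luciferase light; inactives centre near -14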
GSK3B inh: human GSK3beta kinase inhibitors, primary screen, biochemical, cell-free homogeneous, HTS; hit rate 0.038% among 300,000; GST-GSK3beta kinase, ADP-Glo luminescence, 60 min; active compounds read low; activity score (negative = inhibition), % at 10 µM; Glycogen synthase kinase-3 beta (Homo sapiens), P49841;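 active = more than half of replicate wells score below -50%, meaning over 50% inhibition versus plate controls; inconclusive = some replicates but at most half score below -50%; inactive = no replicate scores below -50%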;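 also: 0% = median DMSO wells and -100% = median GW8510 positive control wells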
Target sequence (P49841 whole entry, looked up): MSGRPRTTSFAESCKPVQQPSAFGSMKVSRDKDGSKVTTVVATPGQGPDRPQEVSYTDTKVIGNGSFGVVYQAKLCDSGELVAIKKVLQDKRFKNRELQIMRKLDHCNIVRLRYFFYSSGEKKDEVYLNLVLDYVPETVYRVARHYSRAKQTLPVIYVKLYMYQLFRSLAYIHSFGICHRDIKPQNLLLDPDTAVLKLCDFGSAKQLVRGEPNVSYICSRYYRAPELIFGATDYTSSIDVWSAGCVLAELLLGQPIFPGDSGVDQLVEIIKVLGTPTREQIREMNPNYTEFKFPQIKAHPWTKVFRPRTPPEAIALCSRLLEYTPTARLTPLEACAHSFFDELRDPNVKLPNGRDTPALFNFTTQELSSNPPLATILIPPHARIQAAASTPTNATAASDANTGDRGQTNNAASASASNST
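Test system: GST-fused GSK3beta enzyme, cell-free | Quantity: 1.6 ng GST-GSK3beta enzyme per well | Reagent: 25 µM ATP with peptide substrate | Schedule: 60 min enzyme reaction, room temperature | Signal: Luminescent ADP-Glo measurement of ADP formed | Read-out basis: Score relative to plate controls | Control set: DMSO and 20 µM GW8510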
aSyn UTR inh: MLPCN primary screen, SNCA 5' untranslated region. alpha-synuclein 5'UTR reporter, inhibitor activity. inhibition, % (tested at 7.5 µM). hit rate 0.82% among 300,000. AID 1813, 2009; in the data active = inhibition above about 60%; inconclusive = no clear call, values can overlap the other calls;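 also: H4 neuroglioblastoma cells stably carrying SNCA 5'UTR luciferase fusion; 0% = DMSO wells and 100% = positive control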
HSF1 inhib: HSF1 inhibitors in luciferase reporter cells, primary screen, cell-based, NIH3T3, luminescence | activity change, negative = inhibition, % at 7.5 µM (by protocol) | hit rate 0.77% among 300,000 | AID 2098, 2009 | NIH3T3-HGL HSE-luciferase, MG132-induced, luminescence 8 h; active compounds read low;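 active = more than half of replicate wells show activity change below -50%, luminescence cut by over half; inconclusive = some wells, but at most half, below -50%; inactive = no replicate well below -50%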;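 also: luciferase reports HSF-1 transcriptional activity via heat shock element; 0% = median of DMSO wells and -100% = zero luminescence signal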
Dyrk1A ADPGlo: rat Dyrk1A kinase inhibitors, primary screen, biochemical, single point, plate reader | Dual specificity tyrosine-phosphorylation-regulated kinase 1A (Rattus norvegicus), Q63470 | ADP-Glo luminescence, NFATc1 peptide | inhibition, % at 12.5 µM | hit rate 0.43% among 310,000 | AID 504441, 2011; in the data active = inhibition above about 50%;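 also: plate controls were vehicle with enzyme for no effect and no enzyme for full effect; many of its hits are not listed in these tables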
Platelet DG rel: inhibitors of platelet dense granule secretion, primary screen, cell-based, MLPCN, human platelets. human platelet-rich plasma, SFLLRN dense granule ATP release, luminescence. inhibition, %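 (compounds screened at 7.5 µM in platelet-rich plasma)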. hit rate 0.22% among 300,000. AID 1663, 2009;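 active = mean replicate score, as percent of positive control, at or above 50; inconclusive = mean below 50 but at least one replicate at or above 50; inactive = mean and every replicate below 50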
GSK3 alpha inh: blockers of GSK3A enzyme activity – biochemical, luminescence, cell-free homogeneous, HTS, primary screen; inhibition, % at 10 µM; GSK-3 alpha kinase, ADP-Glo luminescence, 60 min; hit rate 0.1% among 320,000; AID 2650, 2010; Glycogen synthase kinase-3 alpha (Homo sapiens), P49840;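 in the data active = inhibition above about 50%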;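 also: GST-tagged GSK-3 alpha with peptide substrate and 25 µM ATP; 0% = DMSO neutral wells and 100% = GW8510 positive control wells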
Target sequence (P49840 whole entry, looked up): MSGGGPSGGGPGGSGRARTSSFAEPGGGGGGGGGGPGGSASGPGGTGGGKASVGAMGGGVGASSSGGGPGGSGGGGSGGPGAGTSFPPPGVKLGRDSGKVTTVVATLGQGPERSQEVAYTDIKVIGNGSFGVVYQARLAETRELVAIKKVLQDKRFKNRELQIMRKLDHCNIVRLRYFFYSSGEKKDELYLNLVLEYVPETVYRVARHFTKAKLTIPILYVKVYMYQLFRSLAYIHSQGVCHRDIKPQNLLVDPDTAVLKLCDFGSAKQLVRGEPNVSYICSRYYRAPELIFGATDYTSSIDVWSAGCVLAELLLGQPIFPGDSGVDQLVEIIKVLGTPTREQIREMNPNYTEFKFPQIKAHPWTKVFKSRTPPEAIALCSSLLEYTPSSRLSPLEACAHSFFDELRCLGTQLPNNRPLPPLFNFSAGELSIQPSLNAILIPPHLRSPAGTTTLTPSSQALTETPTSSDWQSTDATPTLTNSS
IEC-6 tox: cytotoxicity in IEC-6 intestinal epithelial cells, primary screen, cytotoxicity control for KLF5 inhibitor project, cell-based, luminescence. IEC-6 cytotoxicity, luminescence viability. inhibition, % at 5 µM. hit rate 0.78% among 290,000. AID 1825, 2009; in the data active = inhibition above about 22%;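 also: 0% = plate median of test compound wells and 100% = cytotoxic reference compound wells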
Active calls of the source: *; ? = inconclusive; · = no result given.

compound,HSF1 activator,HSP90 inh,KLF5 inh,GSK3B inh,aSyn UTR inh,HSF1 inhib,Dyrk1A ADPGlo,Platelet DG rel,GSK3 alpha inh,IEC-6 tox
CN1CCC(C2(O)c3ccccc3CCc3ccccc32)CC1,-47.0,2.9,-23.2,0.5,-61.9,?,-0.6,-2.3,-4.4,-2.4
CCn1ncc(/C=C/C(=O)Nc2c(C)nn(CC)c2C)c1C,17.9,-3.9,-31.0,-3.0,-18.7,-4.5,-6.3,3.3,-0.9,-3.7
NC(=S)c1cc2ccc(O)cc2oc1=O,-6.1,1.3,-40.0,-8.0,5.7,-3.2,4.1,11.1,·,4.1
CNC(=O)N(O)C1N(/N=C/c2ccc(N(C)C)cc2)C(=S)SC1(C)C (stereo not drawn),5.8,-4.2,-15.7,2.1,-12.3,-4.7,-2.5,1.2,-0.8,-3.1
NC(=O)c1cnn(C2CCS(=O)(=O)C2)c1 (stereo not drawn),5.0,-6.7,-6.8,2.0,-3.9,-6.1,0.2,-3.9,1.8,-2.8
COc1ccc(Br)cc1CN1C(=O)NC2(CCCCCC2)C1=O,0.1,-2.7,-39.7,0.5,-1.3,1.5,4.8,-2.7,-2.1,4.7
CCSc1nc2sc3c(c2c(=O)n1-c1ccccc1)CCN(C(C)C)C3,-2.8,6.1,-11.6,0.4,-30.9,-5.5,1.1,-2.8,-1.1,-10.0
Cc1ccc(S(=O)(=O)N2CCOCC2)c2nsnc12,20.4,1.9,-10.5,2.0,1.4,5.1,4.0,3.9,-0.6,7.2
Cc1ccc(NC(=O)Nc2nnc(CSCCOc3ccc(Cl)cc3)s2)cc1,-1.9,-1.2,-30.3,-1.6,-9.0,9.1,2.6,-9.7,-0.5,-0.4
Cc1cccc(NC(=O)c2ccccc2NC(=O)c2ccco2)c1,-5.2,-1.7,-37.1,-16.9,-2.6,-10.6,-5.3,-2.8,2.8,-2.7
COc1ccc(S(=O)(=O)c2snnc2C)cc1,3.9,-2.2,-29.6,1.7,-18.1,1.0,2.0,-4.3,-0.8,-1.6
CCCc1nc(SCC(=O)O)c2sc(=S)n(-c3ccccc3)c2n1,21.4,-1.7,-31.1,-3.8,5.1,-3.5,-0.4,-3.4,-1.3,-11.9
CN(CC(=O)NCCc1ccc(S(N)(=O)=O)cc1)S(=O)(=O)/C=C/c1ccccc1,11.2,-5.8,-18.9,0.4,-3.7,3.3,-5.9,1.4,-0.1,-0.4
CC(=O)N(Cc1cc(=O)[nH]c2ccccc12)c1ccccc1,-4.5,3.3,18.3,-0.4,24.5,-1.7,7.4,0.4,-0.5,0.8
Cc1nnc(C)c2c(C)n(Cc3ccc4c(c3)OCO4)c(C)c12,9.0,0.5,-6.5,-1.2,-17.0,-1.9,-0.3,-5.0,-2.5,-2.3
Cc1oc(-c2cccs2)nc1CS(=O)CC(=O)NCc1ccc2c(c1)OCO2 (stereo not drawn),-3.2,4.8,-16.1,-2.9,5.8,-3.9,-3.4,-0.1,-3.4,-6.1
COc1ccc(CC(=O)Nc2ccccc2N2CCCCC2)cc1OC,13.3,2.4,-0.9,-1.0,14.5,11.1,·,-7.4,0.8,-5.4
O=C(NC(=S)N1CCc2ccccc21)c1ccc(Br)o1,51.9*,-0.1,-7.8,-1.5,42.1,36.7,0.3,2.6,-4.3,3.5
COc1ccc(C)cc1N1C(=N)/C(=C2/Nc3ccccc3S2)C(c2ccccc2)C1=O (stereo not drawn),·,3.4,-14.0,·,·,·,1.5,·,-1.3,2.4
Cc1nc(NC2=NCN(CCCN3CCOCC3)CN2)nc2c(C)cccc12,·,-3.4,-15.8,·,·,·,-45.1,·,2.6,2.4
CCC(=O)N/N=C(\C)CC(=O)Nc1cc(Cl)ccc1C,32.3,5.7,-26.8,-1.6,4.3,4.4,-0.6,13.3,-1.6,8.3
CCSc1nnc(-c2ccccc2N=Cc2c(C)[nH]n(-c3ccccc3)c2=O)c(=O)[nH]1,0.9,-2.8,-28.4,4.2,-23.3,-1.3,-1.5,-8.5,-2.6,0.0
O=C(Nc1c2c(nn1-c1ccc([N+](=O)[O-])cc1)CS(=O)(=O)C2)c1ccccc1F,-6.1,0.4,-12.3,3.5,5.2,-2.0,1.1,7.7,1.5,-0.4
O=[N+]([O-])c1ccc(N/N=C2\CC3CC=CC23)c([N+](=O)[O-])c1 (stereo not drawn),2.7,7.3,-2.7,-1.6,0.2,6.4,·,-0.4,-0.2,2.1
O=C(OCCN1CCCCC1)c1ccccc1Br,28.3,3.8,-9.0,-3.0,-3.3,1.6,-3.7,6.3,-1.8,-0.2
CC1=CC(C)(C)N(C(=O)Nc2ccccc2)c2ccccc21,2.3,-5.1,-29.9,-4.5,-6.0,13.0,-6.7,-2.1,3.7,-0.8
Cc1nc(N2CCN(S(=O)(=O)c3ccc(F)cc3)CC2)c2c(-c3cccs3)csc2n1,25.6,4.3,-32.4,1.7,-4.6,22.6,-0.6,-0.9,-1.1,1.3
C/C(=N/NC(=O)CNC(=O)C1COc2ccccc2O1)c1ccc2c(c1)OCCO2 (stereo not drawn),0.8,4.3,-35.8,4.6,10.2,-4.8,0.0,-4.0,-0.3,5.9
CCN1C(=O)c2ccccc2S(=O)c2ccc(C(=O)N3CCCCCC3)cc21 (stereo not drawn),4.8,0.1,-31.8,2.2,0.1,-1.9,6.9,4.1,-1.8,-4.4
CCN1C(=O)c2ccccc2S(=O)c2ccc(C(=O)NCCCN3CCCC3=O)cc21 (stereo not drawn),-0.7,-4.3,-0.2,2.1,-4.6,1.8,13.2,-4.1,-1.5,-1.7
COCCNC(=S)Nc1ccccc1Cc1ccccc1,-4.9,-4.1,-23.2,0.6,-10.5,-4.9,-1.8,4.6,-1.8,-0.6
COC(=O)c1cc2sc(Cl)cc2n1CC(=O)N1CCCc2ccccc21,18.0,2.3,-0.1,0.2,-17.9,9.1,2.7,-2.1,-2.2,2.6
CCn1c(SCc2c(Cl)cccc2Cl)nc2nc3c(cc2c1=O)CCCC3,-12.6,·,·,0.8,4.9,1.0,-2.7,1.3,0.2,·
O=C(/C=C/c1ccccc1)Nc1ccc(C(=O)N2CCCCC2)cc1,9.8,-2.7,-9.6,0.0,-1.1,4.2,-3.7,0.8,3.6,-1.4
CC(C)(C)NC(=O)C(c1ccncc1)N(C(=O)c1csnn1)c1cccc2ccccc12 (stereo not drawn),13.7,0.2,11.5,-1.9,6.5,11.1,-1.7,-1.1,0.3,6.7
Cc1cc(C)n(Cc2ccc(C(=O)O)cc2)n1,·,0.6,-8.2,0.5,-2.7,·,3.0,1.5,-6.6,-2.2
COC(=O)COc1ccc(C2Nc3c(Cl)ccc(C(=O)O)c3C3C=CCC32)cc1 (stereo not drawn),-7.8,-0.2,-27.2,0.2,-1.7,-4.9,-5.7,-1.8,-2.1,-18.9
COc1ccc(CCNS(=O)(=O)c2cccc(S(=O)(=O)N3CCCC3)c2)cc1OC,-2.0,0.4,6.1,-0.3,-6.8,-3.5,4.1,-3.7,·,-4.3
Cc1nnc(N/N=C/c2c(O)n(-c3cccc(C(F)(F)F)c3)c(=O)c3ccccc23)[nH]c1=O,6.3,0.0,-2.2,1.4,-2.6,1.7,·,-2.1,·,3.0
O=C(COc1ccc2c(c1)OCO2)Nc1nncs1,31.8,0.3,-18.6,-4.0,-42.2,-1.0,-3.9,-15.6,-0.3,-2.8
Cc1coc2cc3oc(=O)c(CCC(=O)NCCCN4CCOCC4)c(C)c3cc12,9.8,-1.2,8.7,-0.4,-26.1,-2.6,1.4,-1.0,-1.3,-7.6
O=C(C1CCCO1)N1CCN(c2ccccn2)CC1 (stereo not drawn),-1.1,-0.8,-16.3,3.0,6.9,-6.6,4.3,3.6,-0.4,-5.1
CCn1c(SCc2nc3cc(OC)c(OC)cc3c(=O)[nH]2)nnc1-c1ccncc1,5.1,3.5,-31.3,-1.7,-10.4,-10.5,6.5,-3.6,9.5,5.0
O=C(NCCc1nnc2ccc(NCc3ccccc3Cl)nn12)c1ccccc1,-12.3,-2.6,-28.4,1.2,15.5,-2.6,1.1,3.2,-2.8,4.8
Cn1c(CCNC(=O)c2cccs2)nnc1SCC(=O)Nc1nc(-c2ccccc2)cs1,54.3*,2.9,-8.4,-2.3,-72.7,11.4,10.2,-15.9,-3.5,0.0
COc1ccc(CN2CCNC(=O)C2CC(=O)NCCc2nc(C)c(C)s2)c(OC)c1 (stereo not drawn),1.5,-1.6,-24.8,0.1,2.8,4.7,2.8,0.8,1.9,-3.5
CC(C)Cc1cc(C(=O)NCc2cccs2)no1,12.7,-2.1,-55.2,5.6,-164.4,17.1,-5.1,-1.3,-2.0,-5.3
Cc1ccc(NC(=O)NNC(=O)c2snnc2C)cc1,-6.5,-2.9,-36.0,-1.5,-17.0,0.6,-3.5,8.5,2.0,-1.3
CCOC(=O)NC1Cc2ccccc2C1Sc1ccccn1 (stereo not drawn),-2.7,43.6*,16.0,1.3,7.6,3.9,1.0,-1.3,-0.2,3.2
Cc1oc2ccc(OCc3ccc(Br)cc3)cc2c1C(=O)O,7.0,-0.9,-23.1,2.2,12.7,0.4,-7.7,-5.8,-1.7,-9.2

Later entries.
compound,HSF1 activator,HSP90 inh,KLF5 inh,GSK3B inh,aSyn UTR inh,HSF1 inhib,Dyrk1A ADPGlo,Platelet DG rel,GSK3 alpha inh,IEC-6 tox
N#CC1=C(N2CCOCC2)/C(=C\c2ccccc2)CC1,-2.0,-0.1,-21.5,2.9,-15.4,0.2,-2.0,4.1,·,-2.5
COc1cccc(CNC(=O)CN2C(=O)CCSc3ccc(S(=O)(=O)N4CCCC4)cc32)c1,14.2,-2.4,5.4,-0.3,-4.0,0.7,0.8,8.3,0.9,-2.0
CCCC[C@@H]1CNCCN1CC1(c2ccccc2)CC1,2.8,·,·,-2.7,6.1,-0.2,-2.6,2.0,-1.9,·
O=C(c1cccn(Cc2ccc(Cl)c(Cl)c2)c1=O)N1CCOCC1,8.3,-1.2,-5.8,3.0,-16.9,-1.9,-3.9,-4.7,1.8,0.0

A portion of the library; count on the stated rates, not on these rows.
